M. tuberculosis HTS: M. tuberculosis growth inhibition, HTS (AID 449762) | M. tuberculosis H37Rv growth inhibition, 7H9 media; higher % means a stronger effect | one-dose inhibition, % at 25 µM; IC50 in µM for titrated hits | actives 0.59% (n = 330,000); in the data active = a potency from the dose series; inconclusive = inhibition above about 70% without an active follow-up result;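 also: bacterial growth assessed after seven days of incubation; strong numbers were not always called active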
VEEV TC-83 Vero: inhibitors of VEEV TC-83 cytopathic effect, confirmation, Vero cells (AID 588727) | inhibition, % at 20 µM; hits with a dose series show IC50 in µM | Vero cells, VEEV TC-83 cytopathic effect inhibition; higher % means a stronger effect | actives 0.13% (n = 350,000); in the data active = a potency from the dose series; inconclusive = inhibition mostly from about 14% at the one dose, without a potency; inactive = the rest, 99 in 100 with inhibition below about 12%; also: strong numbers were not always called active
M. tuberculosis: growth inhibition of non-replicating M. tuberculosis (AID 488890) | Mycobacterium tuberculosis non-replicating, growth inhibition; higher % means a stronger effect | one-dose inhibition, % at 25 µM; IC50 in µM for titrated hits | actives 0.39% (n = 320,000); in the data active = a potency from the dose series; inconclusive = inhibition mostly from about 82% at the one dose, without a potency; inactive = the rest, 99 in 100 with inhibition below about 76%;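 also: plate controls were DMSO cells for no effect and high antibiotic wells for full effect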
PhoP GFP inhibition: PhoP regulon inhibitors, Salmonella typhi PhoP promoter GFP reporter, confirmatory (AID 1850) | Salmonella Typhi PhoP-promoter GFP reporter, fluorescence, 4 h; higher % means a stronger effect | inhibition, % at 50 µM; hits with a dose series show IC50 in µM | actives 0.33% (n = 310,000); in the data active = a potency from the dose series; inconclusive = inhibition mostly from about 25% at the one dose, without a potency; inactive = the rest, 99 in 100 with inhibition below about 19%;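 also: 0% = induced wells with vehicle and 100% = uninduced wells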
H1N1 NS1A inhibition: NS1A inhibition, H1N1 influenza, cell based functional assay (AID 504329); one-dose inhibition, % at 12.5 µM; IC50 in µM for titrated hits; NS1A functional cell-based assay, percent inhibition; higher % means a stronger effect; actives 0.3% (n = 340,000); in the data active = a potency from the dose series; inconclusive = inhibition above about 27% without an active follow-up result; also: strong numbers were not always called active
VEEV TC-83 Vero 10K pilot screen: recorded beside VEEV TC-83 Vero, whose call it bears; inhibition, %; measured here: 10K pilot screen inhibition
* = called active by the depositor; i = inactive; ? = inconclusive; nt = not tested or not shown.

SMILES	M. tuberculosis HTS	VEEV TC-83 Vero	M. tuberculosis	PhoP GFP inhibition	H1N1 NS1A inhibition	others
O=C(/C=C/c1ccc(F)cc1)NCc1cccs1	-2.8%	2.1%	10.1%	5.4%	-3.1%
O=C(CCN1C(=O)[C@@H]2Cc3ccccc3CN2C1=O)N[C@H](C(=O)O)c1ccccc1	-8.2%	i	-0.5%	-2.5%	1.9%
COc1ccc(OC)c(CN2CCN(Cc3cccc4ccccc34)CC2)c1	2.5%	0.1%	32.5%	5.1%	5.6%
Cn1nnnc1SCC(=O)N1CCN(Cc2ccccc2)CC1	-9.0%	i	2.3%	-5.0%	3.9%
CC(C)(C)NC(=O)C1CCC(C)(C(=O)O)C1(C)C (stereo not given)	10.2%	i	-1.7%	0.0%	-77.2%
COc1cccc(C(=O)NC(=S)Nc2ccccc2N2CCCCC2)c1	31.1%	3.4%	35.3%	-3.9%	7.7%
CC1=C(C(=O)Nc2ccccc2)C(c2ccco2)C(C#N)=C(SCC(=O)OC(C)C)N1 (stereo not given)	?	i	72.5%	12.8%	-6.1%
Cc1ccc(-n2ccc(=O)c(C(=O)Nc3ccc(S(=O)(=O)N4CCOCC4)cc3)n2)cc1	11.9%	1.0%	1.4%	-5.8%	10.7%
CC(=O)OC(C)(CCC(C)(OC(C)=O)C(C)=O)C(C)=O (stereo not given)	nt	1.0%	nt	nt	6.3%
CNC(=S)N(Cc1cc2ccc(OC)cc2[nH]c1=O)CC1CCCO1 (stereo not given)	-9.7%	2.0%	-2.9%	4.8%	-5.5%
CNC(=O)CN(c1cc(C)ccc1C)S(C)(=O)=O	2.0%	0.1%	-12.9%	1.6%	2.0%
O=C(COC(=O)c1ccccc1[N+](=O)[O-])NNC(=O)c1cccs1	-28.2%	0.8%	-13.0%	-6.2%	-11.2%
O=C(NCc1ccccc1)C12CN(Cc3ccccc3)CC1C(c1cccc([N+](=O)[O-])c1)=NO2 (stereo not given)	-8.5%	i	6.2%	-6.6%	4.5%
Cc1ccc(N(CC(=O)NCC2CCCO2)C(=O)CCC(=O)Nc2ccccn2)cc1C (stereo not given)	-0.9%	12.6%	16.4%	-5.2%	-3.2%
Cc1ccc(S(=O)(=O)NCC(=O)OCCOc2cccc(Cl)c2)cc1	3.6%	1.1%	i	nt	-2.8%
Cc1cc([N+](=O)[O-])c(C)cc1-c1ccc(/C=N/NC(=O)Cn2nnnc2N)o1	34.7%	1.9%	12.9%	-11.0%	1.1%
Cc1nn(-c2ccccc2)c(C)c1C(=O)OCC(=O)N1c2ccccc2NC(=O)C1(C)C	-2.9%	7.4%	12.7%	-7.1%	7.6%
COc1cccc(OC)c1C(=O)NC(=S)Nc1cccc(NC(=O)c2ccco2)c1	-2.6%	4.9%	-3.1%	-4.5%	-3.3%
COc1ccc2c(c1OC)C(=O)N(c1cccc(NC(C)=O)c1)C2	-3.8%	i	-9.6%	-9.6%	-0.7%
O=C(CC1NCCNC1=O)Nc1ccc([N+](=O)[O-])cc1 (stereo not given)	-2.2%	0.6%	-3.9%	1.8%	nt
COc1ccccc1CN1C(=O)CN(C2CCCC2)C(=O)C1c1ccc(F)cc1 (stereo not given)	-8.8%	i	4.6%	-6.5%	-8.7%
CCOc1ccccc1NC(=O)COc1coc(CN2CCCc3ccccc32)cc1=O	?	6.0%	80.0%	-8.8%	5.7%
O=C(Nc1nc(-c2ccc(F)c(F)c2)cs1)c1cnccn1	-0.4%	0.7%	22.2%	2.2%	-4.6%
CC(=O)NC(=S)NNC(=O)COc1ccc(Br)cc1	nt	0.2%	nt	nt	-10.9%
COc1ccc(OC)c(/C=N/NC(=O)CC(=O)NCc2ccccc2)c1	-1.6%	i	6.6%	-12.2%	-6.7%
CCOC(=O)C1(CC2CCCCO2)CCN(Cc2cc(F)ccc2-n2cccn2)CC1 (stereo not given)	-0.1%	1.9%	7.2%	-4.9%	-6.4%
O=c1oc2ccc3ccccc3c2c2c1SC(C(F)(F)F)C2 (stereo not given)	5.4%	1.1%	-10.5%	7.2%	-11.6%
CCCn1c(SCC(=O)N2CCN(C(C)=O)CC2)nc2sc3c(c2c1=O)CCC3	-7.6%	7.2%	-7.5%	-14.4%	-0.7%
O=C(c1ccc2c(=O)n(C3CCCC3)c(=S)[nH]c2c1)N1CCCCCC1	6.7%	1.6%	7.7%	-2.4%	2.9%
CCOc1ccc(OCc2ccc(C(=O)Nc3cccnc3)o2)cc1	?	i	?	-1.1%	8.1%
CN(C(=O)C1CCC(=O)N(C2CC2)C1)C1CCCCC1 (stereo not given)	3.3%	0.9%	0.8%	-5.4%	-11.1%
O=C(NO)c1ccc(C(=O)N(C2CCCCC2)C2CCCCC2)cc1	2.4%	i	24.4%	8.9%	19.5%
CCOc1ccc(-n2c(=S)sc3c(=O)n(-c4ccccc4)c(SC)nc32)cc1	65.2%	i	6.3%	7.2%	1.4%
CCN(C(=O)CSc1nc(C)cc(=O)[nH]1)C1CCCCC1	3.1%	5.1%	7.0%	nt	-5.1%
O=C(Nc1sc2c(c1-c1nc3ccccc3[nH]1)CCCC2)C1CCCC1	-4.2%	3.2%	nt	-9.7%	11.2%
COc1ccc(N(C=O)C(=S)SC)cc1	-2.5%	0.3%	17.1%	-8.5%	-21.0%
O=c1[nH]c2cc3c(cc2cc1CN(CCc1ccccc1)C(=S)NCCCN1CCOCC1)OCCO3	nt	1.4%	nt	nt	-4.9%
COC(=O)c1ccc(Cn2cc(C(F)(F)F)cc([N+](=O)[O-])c2=O)cc1	<0.2µM*	2.4%	1.7µM*	-5.5%	-10.5%
c1ccc(CNc2nc3ccccc3n3cnnc23)cc1	-3.0%	1.2%	nt	-10.2%	5.3%
Cc1cc(CN2CCC(n3nccc3NC(=O)c3ccccc3C)CC2)n[nH]1	-2.5%	i	-8.6%	-6.9%	8.5%
Cc1ccc2nc(/C(C#N)=C/c3ccccc3C(=O)O)[nH]c2c1	-0.9%	i	34.6%	-1.9%	-6.7%
N#CC1(NC(=O)CN2C(=O)c3ccccc3C2=O)CCCCC1	7.2%	1.2%	8.9%	nt	-7.0%
O=C1NC2C(=CC(O)C(O)C2O)c2cc3c(c(O)c21)OCO3 (stereo not given)	nt	3.2%	nt	nt	-8.3%
Cc1ccc2oc(=O)c(/C=C(\O)c3cccs3)nc2c1	-10.6%	0.7%	-10.4%	-19.6%	-2.4%
COc1ccccc1-c1noc2ncnc(Nc3ccc4c(c3)OCO4)c12	-1.3%	0.9%	-20.3%	3.4%	0.5%
COc1ccc(C(=O)Nc2ccc(NC(=O)C(C)C)nc2)cc1	3.2%	0.6%	1.1%	-11.8%	5.7%
CCN(CC)S(=O)(=O)c1ccc(C(=O)NCC(=O)NC2CC2)cc1	-8.6%	3.0%	-20.9%	11.9%	0.3%
CN1CCN(c2ccccc2NC(=O)C(Cc2ccccc2)n2cccc2)CC1 (stereo not given)	11.0%	3.9%	42.0%	3.5%	7.3%
Cc1ccc(NC(C#N)c2ccccc2OCc2ccccc2)cc1 (stereo not given)	5.5%	0.8%	47.4%	3.0%	-1.2%
CCCN(CC(=O)Nc1cc(Cl)ccc1Cl)C(=O)/C=C/c1ccco1	3.7%	4.8%	20.6%	1.8%	-8.2%
CC(NC(=O)CSCc1ccccc1Br)c1ccccc1 (stereo not given)	6.0%	0.2%	43.3%	-5.7%	2.4%
O=C(NCCN1CCOCC1)c1ccc(CS(=O)(=O)Cc2ccccc2F)o1	-8.2%	i	-12.7%	-0.7%	1.2%
O=C1OC(c2ccccc2)(c2ccccc2)c2ccccc21	nt	0.3%	nt	nt	-4.6%
COc1cc(CNc2ncnc3c2[nH]c2ccc(C)cc23)cc(OC)c1	?	6.3%	68.7%	4.3%	-17.5%
Nn1c(SCC(=O)Nc2ccc3c(c2)OCO3)nnc1C(F)(F)F	-4.2%	1.5%	-21.4%	-3.6%	4.8%	VEEV TC-83 Vero 10K pilot screen=1.7
Cn1c(SCC(=O)c2ccccc2F)nnc1C1CC1	-5.5%	0.6%	-11.9%	1.6%	-3.9%
COc1ccc(Nc2nc3c(c(=O)n(C)c(=O)n3C)n2CCO)cc1	-6.6%	0.8%	2.6%	3.3%	-14.0%
NC(=O)c1cc(-c2ccncc2)nc2ccc(Cl)cc12	-1.7%	1.2%	16.7%	3.4%	0.0%
CC(=NC1CCN(Cc2ccccc2)CC1)c1c(O)[nH]c(=O)[nH]c1=O	-8.8%	1.6%	-1.7%	-1.0%	-2.1%	VEEV TC-83 Vero 10K pilot screen=0.7
COc1ccc(OC)c(C(=O)C(=O)c2cc(OC)ccc2OC)c1	nt	i	nt	nt	4.7%

Ordered by count of non-hydrogen atoms (lowest first): 14 of the compounds above
SMILES	M. tuberculosis HTS	VEEV TC-83 Vero	M. tuberculosis	PhoP GFP inhibition	H1N1 NS1A inhibition	others
O=C(/C=C/c1ccc(F)cc1)NCc1cccs1	-2.8%	2.1%	10.1%	5.4%	-3.1%
CC(=O)NC(=S)NNC(=O)COc1ccc(Br)cc1	nt	0.2%	nt	nt	-10.9%
Cn1c(SCC(=O)c2ccccc2F)nnc1C1CC1	-5.5%	0.6%	-11.9%	1.6%	-3.9%
O=C1NC2C(=CC(O)C(O)C2O)c2cc3c(c(O)c21)OCO3 (stereo not given)	nt	3.2%	nt	nt	-8.3%
COc1ccc(C(=O)Nc2ccc(NC(=O)C(C)C)nc2)cc1	3.2%	0.6%	1.1%	-11.8%	5.7%
COc1ccc2c(c1OC)C(=O)N(c1cccc(NC(C)=O)c1)C2	-3.8%	i	-9.6%	-9.6%	-0.7%
CCOc1ccc(OCc2ccc(C(=O)Nc3cccnc3)o2)cc1	?	i	?	-1.1%	8.1%
COc1cc(CNc2ncnc3c2[nH]c2ccc(C)cc23)cc(OC)c1	?	6.3%	68.7%	4.3%	-17.5%
COc1ccccc1-c1noc2ncnc(Nc3ccc4c(c3)OCO4)c12	-1.3%	0.9%	-20.3%	3.4%	0.5%
O=C(NCCN1CCOCC1)c1ccc(CS(=O)(=O)Cc2ccccc2F)o1	-8.2%	i	-12.7%	-0.7%	1.2%
CCCn1c(SCC(=O)N2CCN(C(C)=O)CC2)nc2sc3c(c2c1=O)CCC3	-7.6%	7.2%	-7.5%	-14.4%	-0.7%
COc1cccc(OC)c1C(=O)NC(=S)Nc1cccc(NC(=O)c2ccco2)c1	-2.6%	4.9%	-3.1%	-4.5%	-3.3%
Cc1ccc(-n2ccc(=O)c(C(=O)Nc3ccc(S(=O)(=O)N4CCOCC4)cc3)n2)cc1	11.9%	1.0%	1.4%	-5.8%	10.7%
O=c1[nH]c2cc3c(cc2cc1CN(CCc1ccccc1)C(=S)NCCCN1CCOCC1)OCCO3	nt	1.4%	nt	nt	-4.9%

Quoted at random: two compounds from above.
SMILES	M. tuberculosis HTS	VEEV TC-83 Vero	M. tuberculosis	PhoP GFP inhibition	H1N1 NS1A inhibition	others
O=C(NO)c1ccc(C(=O)N(C2CCCCC2)C2CCCCC2)cc1	2.4%	i	24.4%	8.9%	19.5%
O=C(Nc1sc2c(c1-c1nc3ccccc3[nH]1)CCCC2)C1CCCC1	-4.2%	3.2%	nt	-9.7%	11.2%

(cont.)
SMILES	M. tuberculosis HTS	VEEV TC-83 Vero	M. tuberculosis	PhoP GFP inhibition	H1N1 NS1A inhibition	others
CCN(CC)C(=O)/C(=C\c1ccc(Br)cc1)NC(=O)c1ccccc1OC	-0.2%	7.2%	21.4%	6.2%	8.3%
COc1ccc(N(CC(=O)N2CCc3ccccc3C2)S(=O)(=O)c2ccccc2)cc1	8.1%	2.9%	21.3%	-15.7%	2.4%
COc1cc(CC2C(=O)OCC2C(=O)c2ccc3c(c2)OCO3)cc(OC)c1OC (stereo not given)	nt	2.9%	nt	nt	14.3%
COc1ccc(-n2c(C)nc3c(cnn3-c3ccccc3)c2=O)cc1	0.7%	0.5%	16.2%	-4.2%	1.4%
COc1ccccc1N/C=C(\C#N)c1nc2ccccc2[nH]1	4.3%	0.9%	21.0%	-3.6%	10.7%
Cc1csc(SCC(=O)Nc2cc(S(=O)(=O)N3CCOCC3)ccc2N2CCOCC2)n1	4.2%	1.6%	-8.5%	14.0%	1.7%
CC(C)(C)c1nnc(NC(=O)c2cc(-c3ccccc3)nc3ccccc23)s1	?	6.1%	72.8%	-4.5%	-5.8%
CCCCc1c(O)nc(SCCN(C)C)n(-c2ccccc2)c1=O	-1.4%	i	-7.1%	11.4%	7.4%
COc1ccccc1S(=O)(=O)Cc1ccc(C(=O)NCc2cccs2)o1	-11.9%	5.3%	3.2%	-5.9%	-16.7%

Compound activity as filed in PubChem BioAssay.
